# Screening results as filed in PubChem.
# GSK3A inh: inhibitors of human GSK-3 alpha kinase; AID 2650; inhibition, % at 10 µM; hit rate 0.1% among 320,000; P49840; ADP-Glo luminescence, 60 min;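 in the data active = inhibition above about 50%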;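 note: GST-tagged GSK-3 alpha with peptide substrate and 25 µM ATP; 0% = DMSO neutral wells and 100% = GW8510 positive control wells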
# Target sequence (P49840 whole entry, looked up): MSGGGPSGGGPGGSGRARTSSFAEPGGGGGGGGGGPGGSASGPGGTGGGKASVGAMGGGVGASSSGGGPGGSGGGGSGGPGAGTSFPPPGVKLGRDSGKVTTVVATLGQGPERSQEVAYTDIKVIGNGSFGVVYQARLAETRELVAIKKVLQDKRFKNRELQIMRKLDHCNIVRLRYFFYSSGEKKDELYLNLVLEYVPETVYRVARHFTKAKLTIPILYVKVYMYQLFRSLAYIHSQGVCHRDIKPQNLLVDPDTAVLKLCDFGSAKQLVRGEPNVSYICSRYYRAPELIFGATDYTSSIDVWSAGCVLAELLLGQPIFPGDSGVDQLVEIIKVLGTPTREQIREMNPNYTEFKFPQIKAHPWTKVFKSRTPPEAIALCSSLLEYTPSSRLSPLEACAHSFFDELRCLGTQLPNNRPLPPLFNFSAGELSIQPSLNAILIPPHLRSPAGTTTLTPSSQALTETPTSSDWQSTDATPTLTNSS
# HSP90 refold inh: HSP90 refolding inhibition in rabbit reticulocyte lysate; AID 1789; luciferase refolding luminescence, 3 h; inhibition, % at 5.6 µM; hit rate 0.91% among 290,000;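 active = inhibition above the screen-wide mean plus 3 SD, computed separately per campaign, cut at about 16% in these data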;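 note: 0% = DMSO wells and 100% = 60 µM geldanamycin wells; inhibitors lower the luminescence because luciferase stays unfolded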
# GSK3B inh: human GSK3beta kinase inhibition; P49841; GST-GSK3beta kinase, ADP-Glo luminescence, 60 min; stronger effect = lower value; activity score (negative = inhibition), % at 10 µM; hit rate 0.038% among 300,000; AID 2097;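 active = more than half of replicate wells score below -50%, meaning over 50% inhibition versus plate controls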;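 note: 0% = median DMSO wells and -100% = median GW8510 positive control wells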
# Target sequence (P49841 whole entry, looked up): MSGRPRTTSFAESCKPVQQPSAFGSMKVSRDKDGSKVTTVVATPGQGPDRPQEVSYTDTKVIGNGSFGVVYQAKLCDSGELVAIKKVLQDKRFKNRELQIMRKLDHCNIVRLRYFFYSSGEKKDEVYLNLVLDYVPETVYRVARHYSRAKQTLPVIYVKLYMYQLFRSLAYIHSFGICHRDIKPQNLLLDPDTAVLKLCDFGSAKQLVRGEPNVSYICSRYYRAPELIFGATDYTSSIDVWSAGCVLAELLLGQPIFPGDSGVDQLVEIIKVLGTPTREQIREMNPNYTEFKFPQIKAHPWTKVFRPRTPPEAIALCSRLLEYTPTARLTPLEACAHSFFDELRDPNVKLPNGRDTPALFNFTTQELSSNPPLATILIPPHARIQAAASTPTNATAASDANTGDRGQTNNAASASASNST
#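 Assay system: GST-fused GSK3beta enzyme, cell-free / Medium: Tris pH 7.5 buffer with MgCl2, DTT, BSA, heparin / Also added: peptide substrate plus 25 µM ATP (final) / Compound: 10 µM single point / Timing: kinase reaction with compound 60 min at room temperature / Detection: ADP-Glo luminescence / Benchmarks: DMSO neutral wells and GW8510 at 20 µM as positive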
# IEC-6 tox: kills IEC-6 intestinal cells in KLF5 counter-screen; IEC-6 cytotoxicity, luminescence viability; inhibition, % at 5 µM; hit rate 0.78% among 290,000; in the data active = inhibition above about 22%;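 note: 0% = plate median of test compound wells and 100% = cytotoxic reference compound wells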
# HSF1 inhib: HSF1 inhibition; NIH3T3-HGL HSE-luciferase, MG132-induced, luminescence 8 h; stronger effect = lower value; activity change, negative = inhibition, % at 7.5 µM (by protocol); hit rate 0.77% among 300,000; AID 2098;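 active = more than half of replicate wells show activity change below -50%, luminescence cut by over half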;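 note: luciferase reports HSF-1 transcriptional activity via heat shock element; 0% = median of DMSO wells and -100% = zero luminescence signal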
# KLF5 inhibitor: suppresses KLF5 promoter-driven expression | DLD-1 KLF5 promoter-luciferase reporter, luminescence | inhibition, % at 5 µM | hit rate 0.23% among 290,000 | AID 1700;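 active = inhibition above a per-plate limit of that plate's mean compound inhibition plus 3 SD, cut at about 60% in these data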;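 note: 0% = DMSO wells and 100% = LY294002 at 200 µM; higher means less KLF5 promoter-driven luciferase light; inactives centre near -14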
# PolyA inhibitor: inhibitors of polyadenylation in S. cerevisiae. hit rate 0.02% among 300,000. calls only at 12 µM. S. cerevisiae SKY197-pL101 polyadenylation reporter, beta-gal luminescence; efflux-impaired pdr1/pdr3 knockout yeast; score 100 = 6 SD above DMSO;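 active = lowest replicate activity score at least 50, where 100 means six control SD above control mean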;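 note: yeast exposed to compound for 9 h at 30 °C; higher score means more reporter readthrough which indicates perturbed polyadenylation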
# HSF-1 act: increases HSF-1 driven luciferase reporter signal; NIH3T3-HGL HSF-1 luciferase reporter, MG132, 8 h; 100% = twice DMSO control signal; activation, % at 9 µM; hit rate 1.7% among 300,000;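 active = mean replicate activation of at least 50% with a set share of replicates each reaching 50%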;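 note: 0% = median of the neutral control wells and 100% = twice that signal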
# aSyn 5UTR inh: MLPCN primary screen, SNCA 5' untranslated region | hit rate 0.82% among 300,000 | alpha-synuclein 5'UTR reporter, inhibitor activity | inhibition, % (tested at 7.5 µM); in the data active = inhibition above about 60%;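 note: H4 neuroglioblastoma cells stably carrying SNCA 5'UTR luciferase fusion; 0% = DMSO wells and 100% = positive control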
# AI-2 QS mod: Vibrio harveyi AI-2 quorum sensing modulation | activity change, % at 7.5 µM | hit rate 0.4% among 300,000 | Vibrio harveyi JMH597 AI-2 luminescence/OD600 ratio, 9 h; stronger effect = lower value; strain lacks LuxN and CqsS sensors; 0 = neutral-control median; in the data active = activity change below about -75%, passing the limit was not always enough;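 note: luminescence divided by OD600 gain over 9 h not by final OD600 alone; inactives centre near 13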
# * = called active by the depositor; i = inactive; . = no result given; & = joins results of further samples.
# Sample of the layout, 11 compounds:
SMILES,GSK3A inh,HSP90 refold inh,GSK3B inh,IEC-6 tox,HSF1 inhib,KLF5 inhibitor,PolyA inhibitor,HSF-1 act,aSyn 5UTR inh,AI-2 QS mod
CC(C)OC(=O)CC1C(=O)NCCN1C(=S)NC(=O)c1ccccc1 (stereo unspecified),0,-2,5,-2,4,-23,i,31,6,7
Cc1ccccc1NC(=O)Nc1ccccc1Br,-1,2,3,0,1,-10,i,7,-12,8
O=C(CCNS(=O)(=O)c1ccccc1)N1CCOCC1,0,-2,-2,-3,-7,-2,i,17,2,27
O=C(CSc1nnc(CNc2ccc(Cl)cc2)o1)Nc1nc2ccccc2s1,-3,-1,-3,-4,-6,0,i,7,-11,21
COC(=O)Nc1ncc(CN2C(=O)c3ccccc3C2=O)s1,-2,3,3,3,-10,-1,i,-2,-7,-2
CCOC(=O)c1ccc(NS(=O)(=O)c2cn(C)cn2)cc1,-1,-4,2,3,-5,-21,i,-6,-9,21
Cc1nn(-c2ccccc2)c(Cl)c1C(=O)OCC(=O)NCCc1ccccc1,.,1,1,3,17,9,i,45,18,46
Cn1ncc(Br)c1C(=O)Nc1cccc(C(F)(F)F)c1,-1,2,-26,9,-4,-31,i,-6,-15,20
CN(Cc1ccco1)C(=O)C1CCN(c2nnc(-n3cccc3)s2)CC1,-8,-3,2,-3,-7,1,i,3,-11,39
CCOC(=O)c1c(NC(=O)C2CC=CCC2C(=O)O)sc(C)c1CC (stereo unspecified),-10,0,3,4,2,-25,i,-15,11,8
O=C(N/C(=C/c1ccccc1)C(=O)N1CCCCC1)c1ccco1,3,4,0,-3,-1,-23,i,-17,-12,-1

# This part in full (from the top)
SMILES,GSK3A inh,HSP90 refold inh,GSK3B inh,IEC-6 tox,HSF1 inhib,KLF5 inhibitor,PolyA inhibitor,HSF-1 act,aSyn 5UTR inh,AI-2 QS mod
CC(C)OC(=O)CC1C(=O)NCCN1C(=S)NC(=O)c1ccccc1 (stereo unspecified),0,-2,5,-2,4,-23,i,31,6,7
Cc1ccccc1NC(=O)Nc1ccccc1Br,-1,2,3,0,1,-10,i,7,-12,8
O=C(CCNS(=O)(=O)c1ccccc1)N1CCOCC1,0,-2,-2,-3,-7,-2,i,17,2,27
O=C(CSc1nnc(CNc2ccc(Cl)cc2)o1)Nc1nc2ccccc2s1,-3,-1,-3,-4,-6,0,i,7,-11,21
COC(=O)Nc1ncc(CN2C(=O)c3ccccc3C2=O)s1,-2,3,3,3,-10,-1,i,-2,-7,-2
CCOC(=O)c1ccc(NS(=O)(=O)c2cn(C)cn2)cc1,-1,-4,2,3,-5,-21,i,-6,-9,21
Cc1nn(-c2ccccc2)c(Cl)c1C(=O)OCC(=O)NCCc1ccccc1,.,1,1,3,17,9,i,45,18,46
Cn1ncc(Br)c1C(=O)Nc1cccc(C(F)(F)F)c1,-1,2,-26,9,-4,-31,i,-6,-15,20
CN(Cc1ccco1)C(=O)C1CCN(c2nnc(-n3cccc3)s2)CC1,-8,-3,2,-3,-7,1,i,3,-11,39
CCOC(=O)c1c(NC(=O)C2CC=CCC2C(=O)O)sc(C)c1CC (stereo unspecified),-10,0,3,4,2,-25,i,-15,11,8
O=C(N/C(=C/c1ccccc1)C(=O)N1CCCCC1)c1ccco1,3,4,0,-3,-1,-23,i,-17,-12,-1
COCCCNC(=S)N(CCO)Cc1cc2cc3c(cc2[nH]c1=O)OCCO3,-2,0,1,3,-6,-38,i,3,6,16
CCC(C)NCCOCCOc1ccc(Cl)cc1Br (stereo unspecified),.,-4,-27,10,4,3,i,-10,21,13
O=c1[nH]c(C2CCN(S(=O)(=O)Cc3ccccc3)CC2)nc2c1nnn2Cc1cccc(Cl)c1,-1,5,1,7,32,5,i,30,6,39
Cc1ccc(C(=O)NCc2ccc(N3CCN(C)CC3)cc2)cc1C,-1,22*,2,1,-69*,-23,i,-75,-42,6
Fc1ccccc1-c1nc(-c2ccc(Cl)cc2)no1,-3,-1,0,4,15,-18,i,30,-203,-1
COc1ccccc1NC(=O)NNC(=O)CN1C(=O)COc2ccccc21,1,-2,2,9,1,-20,i,0,18,27
O=[N+]([O-])c1cccc(S(=O)(=O)NCCc2cccs2)c1,-1,-2,.,0,-4,-7,i,3,1,.
CN(CC(=O)Nc1c(Cl)cccc1Cl)C(=O)c1cccc(S(=O)(=O)NCc2ccccc2)c1,-3,.,-4,.,-3,.,i,-3,0,11
Cc1cc(C(=O)NCCCN2CCCC2=O)no1,-2,-1,2,-3,6,-35,i,5,25,31
CCc1nc2ccccc2c(C(=O)NCc2ccc(OC)cc2)c1C,-1,0,2,-2,0,-34,i,10,-11,11
CCOc1ccc(C(=O)Nc2ccc3c(c2)C(=O)NC3=O)cc1,-1,3,-1,5,-4,-32,i,5,4,23
N#Cc1nc(N2CCOCC2)nc(N2CCOCC2)n1,0,0,-6,-2,4,-16,i,23,12,10
O=S(=O)(c1ccc(F)cc1)N1CN(Cc2ccco2)c2nc3ccccc3nc21,0,7,-1,8,23,-16,i,26,-34,18
Cc1cc(OC(C)C(=O)NC(Cc2c[nH]c3ccc(O)cc23)C(=O)O)c2c(C)cc(=O)oc2c1 (stereo unspecified),-1,-3,2,-8,1,-28,i,-2,4,14
Cc1nccn1-c1ccc(C=O)cc1,-1,2,3,2,0,11,i,0,-9,8
COc1ccc(OC)c(-c2csc(NC(=O)CN3C(=O)C4CCCCC4C3=O)n2)c1 (stereo unspecified),.,.,-1,.,-1,.,i,9,-18,29
COCCNc1c(-c2cc3ccc(C)c(C)c3[nH]c2=O)nc2ccccn12,-3,21*,2,-2,23,-104,i,43,-153,31
CCCn1c(=N)n(CC(O)COc2ccc(C)cc2)c2ccccc21 (stereo unspecified),-2,2,-4,-2,-3,-13,i,-3,-23,-2
COc1ccc(-n2nc3cc(C)c(NC(C)=O)cc3n2)cc1,-1,7,1,-3,-3,-205,i,-18,51,10
Nc1cc(OCC(F)(F)F)cc([N+](=O)[O-])c1,-2,0,2,2,-6,-21,i,-10,-4,14
CCCC[C@@H]1CNC(=S)N1CCCC,.,-2,-2,-3,-4,-5,i,7,14,9
CCc1cc2cc3c(cc2nc1SCC(=O)Nc1nnc(C)s1)OCCO3,0,2,1,0,-1,-9,i,-4,21,20
Cc1cccc2nc(CSc3nc4ccc([N+](=O)[O-])cc4[nH]3)c(Br)n12,-1,-1,7,2,-1,-14,i,5,-23,-56
CCOc1ccccc1NC(=O)CCc1nnc2ccc(NCc3ccco3)nn12,-1,-3,2,-5,-1,-12,i,8,21,38
CCN(CC)CCNC(=O)NC(=O)c1ccc(Cl)cc1,-1,-2,0,-2,0,-7,i,-13,1,3
COc1ccc(-n2c(SCCNCCO)nc3sc4c(c3c2=O)CCCC4)cc1,-4,-1,.,2,-2,-8,i,15,-8,.
Cc1cc(C)c(S(=O)(=O)N2CCCCC2CCNC(=O)C(=O)NC2CC2)c(C)c1 (stereo unspecified),.,.,5,.,2,.,i,13,-43,32
COc1ccc(NS(=O)(=O)c2ccc3c(c2)N(C(C)=O)CCS3)cc1,0,-1,-1,1,2,-8,i,13,2,22
O=C(Cn1cc2c(n1)CCCCC2)Nc1c(F)cc(F)cc1Br,-2,1,2,-1,3,12,i,-3,-3,1
CC1CCCCN1C(=O)C1CCN(c2nc(-c3ccccc3)nc3c2CCC3)CC1 (stereo unspecified),-1,-2,0,-1,0,6,i,-3,36,16
Cc1cc(C)c2c(N=NN(C)C)[nH]nc2n1,-1,0,3,5,3,3,i,7,-12,1
CCOC(=O)C1CCCN(c2cc(NCCCO)c([N+](=O)[O-])c3nonc23)C1 (stereo unspecified),15,1,-6,-1,-6,-31,i,-4,2,35
Cc1ccccc1N=CC=C1OC(C)(C)C(C)(C)O1,.,-9,1,1,1,-3,i,31,-5,17
O=C(CCc1ccc(S(=O)(=O)N2CCOCC2)cc1)NCCCN1CCCC1=O,-1,1,-2,4,-10,-22,i,10,7,25
CCn1c(COc2ccc(=O)n(-c3ccccc3)n2)nnc1SCC(=O)OC,-2,-2,-1,1,1,-27,i,-19,-21,6
O=C(CN1C(=O)c2cccnc2Oc2ccc(Cl)cc21)N1CCCC1,-2,-2,-2,-3,-4,-20,i,-5,22,13
CCC1C(=O)C(C)(C)C(=O)OC1c1ccc([N+](=O)[O-])cc1 (stereo unspecified),-6,-4,-1,-3,-13,-25,i,-29,-14,9
COc1ccc(Cn2c(-c3ccc(Cl)cc3)c[n+]3ccccc23)cc1,6,-3,0,0,8,-32,i,30,-155,3
O=C(CCCSc1nc2ccccc2c(=O)[nH]1)c1ccc(F)cc1,-2,-1,0,12,5,-17,i,3,5,23
COc1ccc(-c2cn3c(C)c(C(=O)N4CCCc5ccccc54)sc3n2)cc1,-2,7,-1,6,10,3,i,10,0,17
O=C(COc1cccc(F)c1)N[C@@H](Cc1ccccc1)c1nc2ccccc2[nH]1,0,5,-3,10,.,11,i,.,-13,23
O=C(O)CSc1nc2c(c(C(F)(F)F)n1)CCCC2,-3&-4,4&-5,-1&-1,-2&-7,6&-2,-10&-8,i,1&23,5&-13,20&19
CC(C)C(NS(=O)(=O)c1cccc2nsnc12)C(=O)NCCC1=CCCCC1 (stereo unspecified),-2,-2,2,-5,8,5,i,12,20,10
CN(CC(=O)Nc1ccc(F)c(F)c1F)C(=O)CCc1nc2sc3c(c2c(=O)[nH]1)CCCC3,1,.,-1,.,2,.,.,-8,14,1
COc1ccc(-c2nc(CS(=O)(=O)CC(=O)NCc3ccc(F)cc3)c(C)o2)cc1,0,0,-4,7,8,9,i,13,30,8
COc1cc(OC)cc(C(=O)NNC(=O)c2ccc(-n3cncn3)c([N+](=O)[O-])c2)c1,-1,.,3,.,9,.,i,31,-2,33
Cc1nnc(SCc2ccc(C(=O)c3ccc(Cl)cc3)o2)n1-c1ccccc1,-3,-6,1,0,-2,-19,i,8,-59,-12

# Only part of the results is shown; the hit share may differ from the screen's.
